Lipid storage S3: qHTS Assay for Lipid Storage Modulators in Drosophila S3 Cells; Potency in µM for hits, for the others lipid storage change, negative = inhibition, % at the top dose, mostly 46.1 µM; Drosophila S3 cells, BODIPY lipid droplet fluorescence, 18-24 h; cells fed with added oleic acid; 0.64% of 320,000 active; active = well fitted inhibition curve with a large enough effect in the signal ratio, with a control signal flat, not every such curve was filed as active; inconclusive = small, poorly fitted or top-dose-only effect, or effect the other way, or a change in a side signal; the % refers to the signal ratio
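Laser-scanning cytometry quantifies lipid droplet accumulation (500–530 nm total intensity; droplet/cell object ratio) in oleic acid-fed (400 uM added) Drosophila S3 cells treated with a concentration series. 20 uM Triacsin C defined 100% inhibition.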
Lipid storage S3 cell count max: second read-out of Lipid storage S3, no call of its own (marks repeat the call); cell number change, %; measured here: cell count max response;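 cells counted by Cell Tracker Red CMTPX staining in the red channel; peak over a dose series mostly up to 46.1 µM; percent activity relative to internal control wells on each plate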
The depositor's hits bear a star; i = inactive; ? = inconclusive; · = not tested or not shown; [ ] = another dose, or the depositor's remark. % is set by controls: 0 for no effect and ±100 for the full control effect; potency is the fitted concentration of half-maximal effect.

SMILES | Lipid storage S3 | Lipid storage S3 cell count max
N#Cc1ccccc1NC(=O)COC(=O)c1ccc2c(c1)OCCO2 | 10% | -9
Cc1ccc(-c2cc(C(=O)N3CCN(c4ncccn4)CC3)c3ccccc3n2)cc1 | ? | ·
COc1ccc(OC)c(NC(=O)c2cnn(-c3ccccc3)c2C)c1 | ? | ·
CCC(=O)N1CCN(c2ccc(NC(=O)c3ccc(-c4ccccc4)cc3)cc2)CC1 | ? | ·
O=C(N/N=C/c1ccncc1)c1cnccn1 | ? | ·
C/C(=N\NC(N)=O)C1CC(CC(C)C)C(=O)O1 (stereo not drawn) | ? | ·
COc1ccc(Nc2nc(-c3c[nH]c4ccccc34)cs2)cc1 | 26% | 0
O=C(Cn1cc(C(F)(F)F)cc(Cl)c1=O)NCc1ccc(F)cc1 | ? | ·
CCN1CCN(C(c2cccs2)C(C)NC(=O)C(=O)N2CCCCC2)CC1 (stereo not drawn) | ? | ·
CC1CCCN(CC(=O)N2c3ccccc3Sc3ccccc32)C1 (stereo not drawn) | ? | ·
Cc1nnc(SCC(=O)O)s1 | -8% | 1
O=C(CCS(=O)(=O)c1ccc(Cl)cc1)N1CCN(S(=O)(=O)c2cccs2)CC1 | 4% | 7
Nc1cc(N)nc(SCCOc2ccccc2)n1 | 5% | -10
Cc1ccc(-c2cccc(C3CC=CC4C3C(=O)N(Cc3ccccc3)C4c3cc(C)ccc3F)c2)cc1 (stereo not drawn) | ? | ·
COc1ccc(C(=O)CC(=O)C(=O)Nc2cccc(F)c2)cc1 | -12% | -16
O=C(NN=C1CCCCCCC1)c1ccc(F)cc1 | 22% | 16
COCc1cc(C)nc(SCC(=O)Nc2ccccc2C)c1C#N | ? | ·
COc1ccccc1NC(=O)c1oc2ccccc2c1NC(=O)C1CC1 | ? | ·
CCOc1ccccc1NC(=O)c1ccc2c(c1)C(=O)N(C(C)(C)C)C2=O | ? | ·
Cc1ccc(-c2cn(S(=O)(=O)c3cccc([N+](=O)[O-])c3)nc2N)cc1 | -3% | 12
CCCC(=O)c1ccc(N2CCN(S(=O)(=O)c3ccccc3)CC2)c(F)c1 | ? | ·
CSc1ccc(C(=O)C2CCCN(C(=O)c3ccc4c(c3)OCO4)C2)cc1 (stereo not drawn) | i | ·
CCN1CCN(c2ccc(S(=O)(=O)N3CCCCC3)cc2NC(=O)COc2ccc(Cl)c(C)c2)CC1 | ? | ·
CCOC(=O)N1CCC(N2CCN(c3ccccc3)CC2)CC1 | ? | ·

Part of the list above, with values ahead of the structure.
Lipid storage S3 | Lipid storage S3 cell count max | SMILES
? | · | CCN1CCN(c2ccc(S(=O)(=O)N3CCCCC3)cc2NC(=O)COc2ccc(Cl)c(C)c2)CC1
? | · | CCOc1ccccc1NC(=O)c1ccc2c(c1)C(=O)N(C(C)(C)C)C2=O
? | · | COc1ccccc1NC(=O)c1oc2ccccc2c1NC(=O)C1CC1
? | · | CCOC(=O)N1CCC(N2CCN(c3ccccc3)CC2)CC1
i | · | CSc1ccc(C(=O)C2CCCN(C(=O)c3ccc4c(c3)OCO4)C2)cc1 (stereo not drawn)

(continued)
SMILES | Lipid storage S3 | Lipid storage S3 cell count max
CC(NC(=O)c1ccc(NC(=O)CC2SC(N3CCCC3)=NC2=O)cc1)c1ccccc1 (stereo not drawn) | ? | ·
CN1CCN(c2ccc(S(=O)(=O)N3CCCCC3)cc2NC(=O)Cc2ccccc2F)CC1 | ? | ·
CC(C)[C@H](NC(N)=O)C(=O)Nc1ccc(OCc2ccccc2)cc1 | ? | ·
CCOC(=O)c1ccc(NS(=O)(=O)N2CCCCCC2)cc1 | ? | ·
O=S(=O)(NCc1cccnc1)c1cc(Cl)ccc1Cl | ? | ·
CS(=O)(=O)c1ccccc1C(=O)Nc1ccc(-c2nc3ccccc3[nH]2)cc1 | ? | ·
N#Cc1cc(-c2ccc(Cl)cc2)cnc1Sc1ccccc1 | -8% | 5
COc1ccc(NC(=O)CCNC(=O)c2ccco2)cc1Cl | i | -10
COC(=O)c1ccccc1NC(=O)CSc1nc(-c2ccco2)cc(C(F)(F)F)n1 | ? | ·
C[C@@H](C(=O)NCCCCCC(=O)O)n1nnc2ccccc2c1=O | 7% | 8
O=C1C2C3CCC(CC3)C2C(=O)N1c1ccccc1 (stereo not drawn) | 5% | -1
O=C(CN1CCN(Cc2ccccc2Cl)CC1)N/N=C/c1ccccn1 | 8% | -10
CC1Cc2ccccc2N1C(=O)COC(=O)/C=C/c1ccc(F)cc1 (stereo not drawn) | ? | ·
CCC(C)NC(=O)C1c2ccccc2C(=O)N(c2ccc(OC)cc2)C1c1ccc(OC)cc1 (stereo not drawn) | ? | ·
Cc1ccc2c(c1)-c1c(ssc1=S)C(C)(C)N2C(=O)CN1C(=O)c2ccccc2C1=O | ? | ·
CCc1nnc(NC(=O)C2CCN(c3cnccn3)CC2)s1 | 18% | 4
CCCn1nnc2c(=O)oc3ccccc3c21 | ? | ·
CCOC(=O)Cn1c(=O)c2c(nc(N3CCCCC3)n2C)n(C)c1=O | ? | ·
CC(C)Cn1c(=O)c2sccc2n2c(CCCC(=O)N3CCC(N4CCCCC4)CC3)nnc12 | ? | ·
O=C(NCc1ccc2c(c1)OCO2)C1CC(=O)N(CCc2ccc(F)cc2)C1 (stereo not drawn) | ? | ·
COc1cccc(C2Nc3c(F)cc(Br)cc3C3C=CCC32)c1OC (stereo not drawn) | 0% | -9
COc1ccc(/C=C(/NC(=O)c2ccco2)C(=O)NCc2ccco2)cc1OC | ? | ·
Cc1nc2scc(-c3cccs3)c2c(=O)n1N | ? | ·
O=C(NCCS(=O)(=O)N1CCN(c2ccccc2F)CC1)c1ccc(Br)cc1 | ? | ·

Compounds from the list above containing a COOH group (2):
SMILES | Lipid storage S3 | Lipid storage S3 cell count max
Cc1nnc(SCC(=O)O)s1 | -8% | 1
C[C@@H](C(=O)NCCCCCC(=O)O)n1nnc2ccccc2c1=O | 7% | 8

Next results follow.
SMILES | Lipid storage S3 | Lipid storage S3 cell count max
CC(C)(C)NC(=O)NC12CC3CC(CC(C3)C1)C2 | 8% | 0
COCCN(C(=O)c1snc(C(N)=O)c1N)C(C(=O)NC1CCCCC1)c1ccc(F)cc1 (stereo not drawn) | ? | ·
COc1ccc2c(c1)c(N=O)c(O)n2C | ? | ·
CCC(OC(=O)CN1C(=O)c2ccccc2C1=O)C(=O)NC1CCCC1 (stereo not drawn) | ? | ·
O=C(c1cccc(N2CCCC2=O)c1)N1CCN(c2cccc(Cl)c2)CC1 | ? | ·
Cc1csc2c(=O)n(CCO)c(=O)[nH]c12 | ? | ·
CCCCn1c(-c2nn(C)c(C)c2Cl)n[nH]c1=S | -15% | -1
COc1ccc(/C(N)=N/OC(=O)Cc2ccc(OC)c(OC)c2)cc1 | 0% | -27
Nc1nonc1-c1nc2ccccc2n1CC(=O)N1CCN(c2ccc(F)cc2)CC1 | ? | ·
COc1ccc2c(c1)c(C(C)=O)c(C)n2-c1ccccc1 | -1% | 6
CN(CC(=O)NNC(=O)c1cccnc1)S(=O)(=O)c1cc(Cl)ccc1Cl | 0% | 12
CC(c1ccco1)N(C(=O)c1ccc(S(=O)(=O)N2CCCCC2)cc1)c1ccccn1 (stereo not drawn) | i | ·
COCCCN(C(=O)c1cc2c(s1)CCCCC2)c1c(N)n(Cc2ccccc2)c(=O)[nH]c1=O | ? | ·
O=C(CCC(=O)Nc1ccc(Br)cc1)N/N=C/c1cc([N+](=O)[O-])ccc1O | ? | ·
O=C(Nc1nc2ccccc2[nH]1)c1cc2ccccc2o1 | ? | ·
CC1(C)CC(C2N3CC4(C)CN2CC(C)(C3)C4=O)CCO1 (stereo not drawn) | ? | ·
O=C(COC(=O)C1CCN(C(=O)Nc2ccccc2)CC1)NCC(F)(F)F | ? | ·
C/C(=N\N=C\c1ccccc1F)c1nnn(-c2nonc2N)c1C | 0% | -17
COC(=O)c1sccc1NC(=O)Cc1ccc(OC)cc1 | 14% | 1
O=C(NC1CCCCCC1)c1ccco1 | 21% | -11
CCOCCn1c(SCCCc2ccccc2)nc2c1c(=O)[nH]c(=O)n2C | -4% | -5
Cc1nnc(SCC(=O)Nc2cc(-c3cc(C)c(C)cc3C)nn2-c2ccccc2)s1 | ? | ·
Cc1nnc(Nc2ccccc2F)s1 | ? | ·
CCCCCn1cnc2c(sc3nc4c(cc32)CSC(C)(C)C4)c1=O | ? | ·
O=[N+]([O-])c1ccccc1/C=N\Nc1nccs1 | ? | ·
COc1ccc(CNc2nc(-c3ccccc3)nc3ccccc23)cc1OC | 4% | -5
COc1ccc(OC)c(-c2csc(NC(=O)COC(=O)C3CC3)n2)c1 | ? | ·
CN(C(=O)CSc1nnc(Cc2cccc3ccccc23)n1N)C1CCS(=O)(=O)C1 (stereo not drawn) | ? | ·
O=C(O)Cc1ccc(N=Cc2c(O)ccc3ccccc23)cc1 | 8% | 15
CCOc1cc(/C=N/NS(=O)(=O)c2ccc(OC)cc2)ccc1OCCN1CCOCC1 | ? | ·
NS(=O)(=O)Cc1noc2ccccc12 | ? | ·
CCN(CC)CCn1c(NC(=O)c2ccc(C(F)(F)F)cc2)nc2ccccc21 | ? | ·
CC(C)(C)c1cc[n+](C2=C([O-])c3ccccc3C(=O)/C2=N\S(=O)(=O)c2cccs2)cc1 | ? | ·
COc1c(C(=O)Nc2nccs2)ccc2ccccc12 | 16% | 22
Cc1ccc2cc(CN(CC3CCCO3)C(=O)C(C)C)c(=O)[nH]c2c1 (stereo not drawn) | 4% | 4
CCOc1ccc(N2C(=O)CC(N(CCc3ccccc3)C(=O)/C=C/C(=O)O)C2=O)cc1 (stereo not drawn) | ? | ·
Cn1c(=O)c2c(ncn2CC(=O)N2CCN(c3ccc(F)cc3)CC2)n(C)c1=O | 6% | -3
CCOC(=O)/C=C1\SCC(=O)N1Cc1nnc(-c2ccccc2Br)o1 | ? | ·
COCCNC(=O)Cn1cnc([N+](=O)[O-])n1 | 5% | 1
Brc1ccc(-c2ccc(/C=N/Nc3nc4ccccc4[nH]3)o2)cc1 | ? | ·
Cc1ccc(C(OC(=O)c2ccco2)C(=O)NC2CCCC2)cc1 (stereo not drawn) | ? | ·
COCc1ccc(C(=O)NC2CCCc3c2cnn3-c2ccc(C)c(C)c2)o1 (stereo not drawn) | ? | ·
COc1ccc(C/C(N)=N/OC(=O)Cc2ccc(OC)c(OC)c2)cc1 | 11% | -6
CCCCCCSc1ccc([C@H]2N[C@@](Cc3ccccc3)(C(=O)OC)[C@H]3C(=O)N(C)C(=O)[C@@H]23)cc1 | -6% | -1
CC(C)[C@H](NC(=O)c1nn(Cc2ccccc2)c(=O)c2ccccc12)C(=O)O | ? | ·
C[C@H]1CN=C(N(C)C)N1CCCCc1ccccc1 | ? | ·
Cc1ccccc1C(=O)N1CCN(c2ccc(NC(=O)c3cccs3)cc2)CC1 | ? | ·
O=C(c1cccc(NS(=O)(=O)c2cccc(C(F)(F)F)c2)c1)N1CCOCC1 | i | -26
Cc1ccc(S(=O)(=O)N(C)CC(=O)Nc2ccccc2)cc1 | i | ·
CC/C(=N\NC(=O)c1cccnc1)c1ccc2c(c1)OCCO2 | 0% | 10
CCCc1cc(C(=O)Nc2cc(Cl)ccc2O)no1 | ? | ·
Cc1cc(N2CCN(c3ccccc3)CC2)nc(-c2ccccc2)n1 | ? | ·
O=C(Cn1c(=O)oc2ccccc21)Nc1cccc(Cl)c1 | ? | ·
CSc1nsc(SCC(=O)Nc2ccc(OC(C)=O)cc2)n1 | 2%[9.22 µM] | -9
O=C(Cn1cc(C(F)(F)F)cc(Cl)c1=O)NCc1ccc(Cl)cc1Cl | 13% | 15
O=C1NN(c2ccccc2)C(=O)/C1=C\c1ccccc1 | ? | ·

(more compounds)
SMILES | Lipid storage S3 | Lipid storage S3 cell count max
Cc1ccc(C(=O)/C=C/C(=O)c2ccc(C)cc2)cc1 | ? | ·
Cc1c(C)c2ccc(OCC(=O)NC(Cc3c[nH]c4ccc(O)cc34)C(=O)O)c(C)c2oc1=O (stereo not drawn) | ? | ·
O=C(O)C(C(O)c1ccc([N+](=O)[O-])cc1)[n+]1ccccc1 (stereo not drawn) | 10% | 27
CC1CN(C(=O)c2cccn(Cc3c(Cl)cccc3Cl)c2=O)CC(C)O1 (stereo not drawn) | ? | ·
COCCn1c(SCC(=O)Nc2ccc(S(=O)(=O)N(C)C)cc2)nc2ccccc21 | i | 21
CC(C)CC(CC(C)C)=NNC(=O)c1ccc(CSc2nncn2C)cc1 | -5% | 7
COc1ccc(N2CCN(C(=O)CCCn3c(=O)c4cccn4c4cccnc43)CC2)cc1 | i | 22
CCCn1nc(NS(=O)(=O)c2ccccc2[N+](=O)[O-])c2cc3ccccc3nc21 | i | -22
O=C(COc1ccc(Cl)cc1Br)N1CCN(c2ncccn2)CC1 | ? | ·
Nc1ccc(Nc2ccccc2)cc1 | ? | ·
COC(=O)[C@@]1(Cc2ccccc2)[C@H]2c3cc(C(=O)N4CCCC4)n(Cc4ccsc4Br)c3C[C@H]2CN1C(=O)c1ccccc1 | ? | ·
CCOC(=O)Cc1csc(N/N=C/c2ccc(C(F)(F)F)cc2)n1 | -9% | -4
COc1ccccc1/C=N/OCC(=O)NCc1ccc2c(c1)OCO2 | 13% | 20
CCOC(=O)C1CCCN(C(=O)C(C)(C)Oc2ccc(Cl)cc2)C1 (stereo not drawn) | -5% | 11

Only part of the results is shown; count on the stated rates, not on these rows.
